From PubChem BioAssay
proCasp3 act – activators of human procaspase-3; P42574; recombinant procaspase-3 D3A, Ac-DEVD-pNA absorbance 405 nm; activation, % at 8.5 µM; 330,000 compounds, 0.11% hits; AID 463141;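 active = activation above the mean of all tested compounds plus 3 SD, cut at about 21% in these data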;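 also: 0% = DMSO alone and 100% = DMSO wells spiked with extra 5 µM PC-3 D3A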
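Test system: Procaspase-3 D3A mutant, all three cleavage aspartates alanine | Dosing: Single dose, 8.5 µM nominal compound, 0.8% DMSO | Schedule: 1 h preincubation, 2 h reaction | Technique: 405 nm absorbance of p-nitroaniline, reads at 0 and 120 min | Repeats: One well per compound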
procasp7 counter – counter-screen for procaspase-3 activators: activators of human procaspase-7; recombinant procaspase-7, Ac-DEVD-pNA absorbance 405 nm; D23A/D198A/D206A triple mutant, cannot self-cleave; scale: DMSO 0, 5 µM enzyme 100; 330,000 compounds, 0.093% hits; P55210; activation, % at 8.5 µM;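 active = percent activation above the screen-wide mean plus 3 SD, cut at about 25% in these data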
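System: Procaspase-7 triple mutant (PC-7 D3A); measure: % activation from two-timepoint absorbance difference, scaled to controls; times: 1 h compound preincubation, 2 h substrate cleavage, 25 °C; also added: Ac-DEVD-pNA substrate, 400 µM as added; measured by: Epi-absorbance of released pNA at 405 nm, two timepoints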
LAP4-GFP MLPCN – yeast TOR pathway LAP4-GFP modulation | S. cerevisiae LAP4-GFP multiplex, flow cytometry GFP, 3 h; median GFP as percent of DMSO wells | 320,000 compounds, 0.34% hits | GFP response vs DMSO, % at 10 µM | AID 2023;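 active = GFP response vs DMSO above a set limit, about the screen mean plus 3 SD, cut at about 150% in these data; inconclusive = under 70 cell events counted for the yeast strain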
MEP2-GFP yeast – alters MEP2-GFP fluorescence in TOR pathway yeast screen | S. cerevisiae MEP2-GFP strain, flow cytometry GFP, 3 h; 100% = DMSO control level | GFP response vs DMSO, % at 10 µM | 330,000 compounds, 0.51% hits | AID 2016;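 active = GFP response versus DMSO above a set limit, roughly screen mean plus 3 SD, cut at about 180% in these data; inconclusive = fewer than 70 cells counted for a yeast strain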;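 also: median GFP fluorescence of the barcode-gated MEP2-GFP cells per well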
ZTA counter – counter-screen for EBNA-1 inhibitors: inhibitors of Epstein-Barr virus ZTA | P03206 | 320,000 compounds, 0.15% hits | ZTA-DNA binding, fluorescence polarization | inhibition, % at 11 µM; in the data active = inhibition above about 33%
EBNA-1 inh – blocks EBNA-1 binding to DNA. 300,000 compounds, 0.34% hits. AID 1950. EBNA-1 DNA binding, fluorescence polarization. inhibition, % at 14.8 µM; in the data active = inhibition above about 28%
RPL19A TOR yeast – yeast TOR pathway RPL19A-GFP modulation; S. cerevisiae RPL19A-GFP strain, flow cytometry, 3 h; stronger effect = lower value; percent response vs DMSO, % at 10 µM; 330,000 compounds, 0.3% hits; AID 2025;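 active = percent response vs DMSO below 50%; inconclusive = fewer than 70 events counted for the yeast strain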;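 also: median channel GFP fluorescence of the barcoded RPL19A-GFP strain; ratio of sample median GFP to plate DMSO average so 100% = DMSO; lower means less RPL19A-GFP as with rapamycin TOR inhibition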
AHR act – activators of human aryl hydrocarbon receptor. 320,000 compounds, 2.5% hits. AHR-responsive luciferase reporter cells, luminescence. P35869. AID 2796. activation, % at 5 µM; in the data active = activation above about 47%;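 also: 0% = vehicle wells and 100% = reference agonist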
* hit, by the source's call; ? = inconclusive; / = not tested or not shown.

SMILES	proCasp3 act	procasp7 counter	LAP4-GFP MLPCN	MEP2-GFP yeast	ZTA counter	EBNA-1 inh	RPL19A TOR yeast	AHR act
C=CCN1CCN(C(=O)c2oc3ccccc3c2C)CC1	0	5	94	104	0	4	107	11
O=C(NC(=S)Nc1cccc2cccnc12)c1ccccc1	5	1	96	101	5	26	98	32
COc1ccc(CC(=O)NCc2nnc(SCC(=O)Nc3nccs3)n2-c2ccccc2)cc1	3	-9	100	94	7	0	92	0
Cc1cc(C)cc(NC(=O)C2CCCN2S(=O)(=O)c2ccc3c(c2)n(C)c(=O)c(=O)n3C)c1 (stereo not given)	6	1	104	104	-6	-7	100	2
CCCc1nnc(SCC(=O)N2C(C)CCCC2C)n1CC (stereo not given)	8	4	99	104	2	3	105	0
CC(C)CCNC(=O)CCc1nnc2ccc(N3CCC(C)CC3)nn12	-4	3	82	102	0	6	98	-1
COc1cccc(-n2ccnc2SCC(=O)NCc2ccccc2)c1	8	2	104	104	23	8	105	7
COc1ccccc1OCCNC(=O)Nc1ccc(Br)cc1	0	-1	102	105	-6	-4	108	19
CCCCC(=O)NC(NC(=S)N1CCCCCC1)C(Cl)(Cl)Cl (stereo not given)	-2	-6	83	96	-15	2	96	0
COC(=O)CC1Nc2ccccc2SC1=O (stereo not given)	2	3	114	103	9	-3	100	3
COC(=O)c1sccc1NC(=O)Cc1ccc(OC)cc1	5	1	101	98	7	18	100	11
Cc1cn(-c2ccc(Br)cc2)[nH]c1=O	14	8	96	92	5	-2	92	8

A run of entries taken from the entries so far, as a working copy:
SMILES	proCasp3 act	procasp7 counter	LAP4-GFP MLPCN	MEP2-GFP yeast	ZTA counter	EBNA-1 inh	RPL19A TOR yeast	AHR act
C=CCN1CCN(C(=O)c2oc3ccccc3c2C)CC1	0	5	94	104	0	4	107	11
O=C(NC(=S)Nc1cccc2cccnc12)c1ccccc1	5	1	96	101	5	26	98	32
COc1ccc(CC(=O)NCc2nnc(SCC(=O)Nc3nccs3)n2-c2ccccc2)cc1	3	-9	100	94	7	0	92	0
Cc1cc(C)cc(NC(=O)C2CCCN2S(=O)(=O)c2ccc3c(c2)n(C)c(=O)c(=O)n3C)c1 (stereo not given)	6	1	104	104	-6	-7	100	2
CCCc1nnc(SCC(=O)N2C(C)CCCC2C)n1CC (stereo not given)	8	4	99	104	2	3	105	0

Next compounds.
SMILES	proCasp3 act	procasp7 counter	LAP4-GFP MLPCN	MEP2-GFP yeast	ZTA counter	EBNA-1 inh	RPL19A TOR yeast	AHR act
CCCOC(=O)Nc1c(C)cccc1C(C)C	4	-6	100	108	-2	14	105	2
COc1ccc(/C=C/C(=O)OCC(=O)N2CC(=O)Nc3ccccc32)cc1	1	-10	86	97	-24	4	100	-1
Cc1c(CNC(=O)c2cnn3c2NC(c2ccc(Br)cc2)CC3C(F)(F)F)cnn1C (stereo not given)	8	2	94	93	9	8	92	1
O=C(NC1CCSc2ccccc21)c1ccc(F)cc1 (stereo not given)	-5	11	?	109	-6	11	99	2
COc1cccc(C(=O)N/N=c2\sc3ccccc3n2C)c1	-1	-1	92	101	-2	1	100	73*
CC(C)CSC1=NSC2=NC(=O)/C(=C\c3ccccc3)C(=N)N12	-15	-6	105	97	5	5	104	14
COc1ccc(C(=O)OCC(=O)Nc2ccc(N3CCOCC3)cc2)cc1OC	1	-2	98	96	-6	/	99	0
COc1ccc(NC(=O)[C@H](C)NC(=O)C2CCN(S(=O)(=O)c3ccc(OC)cc3)CC2)cc1	5	4	116	112	5	3	109	-1
COc1ccc(CC(=O)Nc2sc3c(c2C(N)=O)CCCC3)cc1OC	6	-4	94	104	-13	-9	101	2
Cc1ccccc1C(=O)Nc1c(-c2cccs2)c(=O)c2ccccc2n1C	-1	9	113	98	15	10	92	-2
CC(C)NC(=S)N/N=C1\CCCc2ccccc21	3	4	105	101	8	2	104	7
O=C(N1CCCCCC1)N1CCN(C(=O)N2CCOCC2)CC1	6	8	91	93	15	1	100	1
COc1ccc(C)cc1S(=O)(=O)N1CCC2(CC1)OCCN2S(=O)(=O)c1cccs1	7	-3	115	100	8	5	98	4
COc1cc(OC)cc(C(=O)N2CCN(C(=O)c3cccc(F)c3)CC2)c1	5	-5	96	100	-7	1	96	1
COc1ccc(N2CCN(CCN3C(=O)c4ccccc4C3=O)CC2)cc1	1	-5	85	83	15	7	84	2
CCCCc1cc(=O)oc2c3c(cc(OCC(=O)NCCCO)c12)OC(C)(C)CC3	9	-15	98	107	3	16	109	11
FC(F)(F)c1cccc(NC(=S)NCCc2ccccn2)c1	-1	-1	82	101	-9	-5	100	-6
Fc1ccc(CSc2ccc(-c3ccco3)nn2)cc1	-4	-5	109	103	-6	4	103	-1
Cc1ccc(C(=O)NC2=NCCS2)cc1	5	1	105	97	8	3	95	2
CN(Cc1ccccc1)C(=O)c1ccc(NC2=NC3CS(=O)(=O)CC3S2)cc1 (stereo not given)	5	13	100	101	11	-9	102	1
CCCn1c(=O)c(C(=O)NC(C)c2ccccc2)c(O)c2ccccc21 (stereo not given)	-3	1	98	102	2	-2	109	2
Cc1ccc(S(=O)(=O)N2c3ccccc3OCC2c2ccccc2)cc1 (stereo not given)	2	11	103	102	-1	-6	103	1
O=C(NNC(=O)[C@@H]1CCCC[C@@H]1C(=O)O)c1cccs1	2	3	113	103	-13	7	107	5
O=C(CCc1nc(-c2ccccc2)no1)NCc1cccnc1	7	-11	95	101	-20	1	103	5
CCN(CC(=O)NC1CCS(=O)(=O)C1)C(=O)COc1ccccc1-c1ccccc1 (stereo not given)	-2	7	94	96	11	-8	95	12
Cc1ccccc1N=C1NC(=O)/C(=C/c2cccnc2)S1	1	3	104	93	-9	-6	92	11
Cn1c(CCN2CCN(c3ccc(F)cc3)CC2)nc2cc(NC(=O)c3ccco3)ccc21	1	5	79	99	-8	-1	97	-1
COc1cc(C(=O)Nc2ccc3nc(N4CCN(C)CC4)cc(C)c3c2)cc(OC)c1OC	6	-16	90	104	-4	-4	101	2
COc1ccccc1N1CCN(/N=C(\C)c2ccccc2O)CC1	-3	0	90	98	-9	-21	101	0
O=C(COC(=O)CNC(=O)c1ccccc1)NC(=O)NC1CCCCC1	8	-4	105	106	/	/	105	-2
COc1cc2nc(N3CCNCC3)nc(N)c2cc1OC	-2	7	116	107	16	14	96	14
CC[C@]12c3[nH]c4ccccc4c3CCN1C(=O)C(CC(=O)NC/C=C(\C)CCC=C(C)C)C[C@@H]2C(=O)N1CCN(C(=O)C2CC2)CC1 (stereo not given in full)	12	-8	92	103	/	/	96	0
CC(=O)c1ccc(N(CC(=O)NC2CCCC2)C(=O)c2ccc(C)s2)cc1	-14	-6	97	101	-6	-9	100	-3
CCOc1cc(/C=C2\CCn3c2nc2cc(Cl)ccc2c3=O)ccc1O	8	6	104	95	-11	-4	98	11
CCCc1cc(Nc2cccc(OCC)c2)n2ncnc2n1	4	0	92	99	-4	7	92	6
CCCC(=O)Nc1ccccc1-c1nnc(SC)[nH]c1=O	-1	4	103	105	-34	-6	100	-2

AHR act, entries above that show a hit
Structure	proCasp3 act	LAP4-GFP MLPCN	MEP2-GFP yeast	EBNA-1 inh	RPL19A TOR yeast	AHR act
COc1cccc(C(=O)N/N=c2\sc3ccccc3n2C)c1	-1	92	101	1	100	73*

Complete entries, looked up by structure. Order of screens: proCasp3 act, procasp7 counter, LAP4-GFP MLPCN, MEP2-GFP yeast, ZTA counter, EBNA-1 inh, RPL19A TOR yeast, AHR act
COc1cc2nc(N3CCNCC3)nc(N)c2cc1OC as listed: -2, 7, 116, 107, 16, 14, 96, 14
COc1ccccc1N1CCN(/N=C(\C)c2ccccc2O)CC1 as listed: -3, 0, 90, 98, -9, -21, 101, 0

Further records follow:
SMILES	proCasp3 act	procasp7 counter	LAP4-GFP MLPCN	MEP2-GFP yeast	ZTA counter	EBNA-1 inh	RPL19A TOR yeast	AHR act
Cc1ccc(NC(=S)N2CCn3cccc3C2c2cccnc2)cc1 (stereo not given)	4	6	97	100	-19	-13	98	4
Cc1cc(-c2nn(-c3ccccc3F)cc2CN2CCCC(CO)C2)c(C)s1 (stereo not given)	4	3	96	101	10	0	99	7
Cc1ccccc1N(C(=O)Cn1nnc2ccccc21)C(C(=O)NCc1ccco1)c1ccncc1 (stereo not given)	-12	-4	106	106	-4	11	104	-1
CC1(C)CC(=O)C2=C(C1)NC1=C(C(=O)c3ccccc31)C2c1ccccc1 (stereo not given)	9	3	103	108	8	3	107	1
CSc1ncnc2sc(C)c(C)c12	2	8	87	90	-1	-8	87	1
CC12CC(NC(=O)N1c1cccc(C(=O)Nc3ncn[nH]3)c1)c1ccccc1O2 (stereo not given)	2	12	91	87	6	5	92	3
Cc1ccc(NC(=O)CCC(=O)NNC(=O)COc2cccc3ccccc23)c(C)c1	-2	4	90	97	10	6	94	15
CC(=O)N1CCc2c(sc(NC(=O)c3ccc(S(=O)(=O)N(C)C)cc3)c2C#N)C1	1	3	103	112	2	-2	103	0
NC(=O)C[C@H](NC(=O)c1ccc(Cl)cc1)C(=O)OCc1ccccc1	13	8	99	102	/	/	102	0
O=C(/C=C/c1cc2c(cc1Br)OCO2)NCc1ccc(F)cc1	2	4	89	87	14	9	92	8
CC(C)CN1CN(Cc2ccccc2)CNC1=S	1	10	104	102	6	-1	104	0
COc1cccc(-n2nnc3c(=O)n(Cc4c(F)cccc4Cl)cnc32)c1	5	0	100	102	7	13	99	4

An excerpt from above in order of their number in EBNA-1 inh, largest number first.
mol | proCasp3 act | LAP4-GFP MLPCN | MEP2-GFP yeast | EBNA-1 inh | RPL19A TOR yeast | AHR act
CCCOC(=O)Nc1c(C)cccc1C(C)C | 4 | 100 | 108 | 14 | 105 | 2
COc1ccc(/C=C/C(=O)OCC(=O)N2CC(=O)Nc3ccccc32)cc1 | 1 | 86 | 97 | 4 | 100 | -1
COc1ccc(NC(=O)[C@H](C)NC(=O)C2CCN(S(=O)(=O)c3ccc(OC)cc3)CC2)cc1 | 5 | 116 | 112 | 3 | 109 | -1
COc1ccccc1OCCNC(=O)Nc1ccc(Br)cc1 | 0 | 102 | 105 | -4 | 108 | 19
CCCC(=O)Nc1ccccc1-c1nnc(SC)[nH]c1=O | -1 | 103 | 105 | -6 | 100 | -2

The list continues.
SMILES	proCasp3 act	procasp7 counter	LAP4-GFP MLPCN	MEP2-GFP yeast	ZTA counter	EBNA-1 inh	RPL19A TOR yeast	AHR act
CC1(C)Oc2ccc3ccc(=O)oc3c2/C(=C/NCCO)C1=O	11	3	106	104	-1	-4	101	2
Cc1cc(C)c2[nH]c(=O)c(=O)[nH]c2c1	-2	6	105	94	10	2	98	11
COc1ccc(Cl)cc1NC(=O)C(C)N(C)Cc1cccc(Cl)c1Cl (stereo not given)	-3	-1	125	114	2	-7	96	4
CCn1c(O)c(N=NC(=O)c2cccnc2)c2cc(Br)ccc21	1	-6	101	100	4	-4	95	19
CC1CC2c3cccc(C(=O)O)c3C(=O)N2c2ccc(Cl)cc21 (stereo not given)	6	3	100	98	4	-4	97	22
